# Assay outcomes as filed in PubChem.
# STAT3 activator – activators of IL-6 induced STAT3 signaling; U3A cells, IL-6 STAT3-luciferase reporter, luminescence; 100% = signal with IL-6 EC80 alone; activation (% of control), % at 5.6 µM; AID 871; actives 0.91% (n = 190,000);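 active = activation above the screen-wide mean of compound activation plus 3 SD, cut at about 130% in these data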;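 note: 0% = background luminescence of wells with medium and substrate only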
#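 Test system: Human STAT1-deficient U3A cells with stable STAT3-luciferase reporter | Also added: Interleukin-6, 33 ng/mL | Timing: Compound pre-incubation 1 h before IL-6, then 6 h stimulation at 37 °C | Technique: Luciferase reporter luminescence | Read-out: Percent of IL-6-only median luminescence | Benchmarks: IL-6-only wells as 100% reference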
# APP 5'UTR act – APP 5'UTR luciferase reporter activation; SH-SY5Y APP 5'UTR luciferase reporter, luminescence; zero percent = DMSO vehicle wells; activation, % at 2 µM; actives 1% (n = 190,000);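 active = activation above a set limit, based on mean plus 3 SD of controls, cut at about 140% in these data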; note: values of inactives mirror those of a sister screen read the other way
# STAT3 blocker – reduces IL-6 driven STAT3 reporter signal; actives 0.89% (n = 190,000); U3A cells, IL-6 STAT3-luciferase reporter, luminescence; host cell line lacks STAT1; inhibition, % at 5.5 µM;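 active = inhibition above the mean inhibition across all screened compounds plus 3 SD, cut at about 44% in these data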;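 note: 0% = DMSO only wells and 100% = 100 µM nifuroxazide control wells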
# STAT1 blocker – inhibitors of IFN-gamma induced STAT1 signaling. inhibition, % at 5.5 µM. actives 0.35% (n = 200,000). NIH 3T3 STAT1-luciferase reporter, luminescence. AID 920;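 active = inhibition above a set limit, the mean inhibition across all tested compounds plus 3 SD, cut at about 34% in these data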;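 note: 0% = IFN-gamma with DMSO and 100% = IFN-gamma with 300 µM nifuroxazide; values of inactives mirror those of a sister screen read the other way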
# ROMK mod – modulators of human ROMK potassium channel | P48048 | Tet-inducible ROMK, thallium flux fluorescence; actives lie on both sides | B-score at 10 µM | actives 2% (n = 130,000) | AID 1918;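 active = signal ratio slope over the read window, or its plate-corrected B-score, at least 3 SD from the plate mean, either direction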;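 note: B-score of the F/F0 ratio slope over 7 to 12 s after thallium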
# NF-kB neuron act – raises NF-kB expression in human neuronal cells | actives 1.6% (n = 190,000) | fold change at 12.5 µM | NF-kB reporter expression; stronger effect = higher value; in the data active = fold change above about 3.3
# FLuc act counter – firefly luciferase counter-screen for stimulation assays. P08659. AID 1027. activation factor at 10 µM. 200,000 tested, under 10 active. ATPlite luciferase biochemical, luminescence, 10 min; 0 = ATP-free wells, 1 = DMSO control;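 active = luciferase activation factor, scaled between plate controls, of at least 2 with compound at 10 µM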
# Target sequence (P08659 whole entry, looked up): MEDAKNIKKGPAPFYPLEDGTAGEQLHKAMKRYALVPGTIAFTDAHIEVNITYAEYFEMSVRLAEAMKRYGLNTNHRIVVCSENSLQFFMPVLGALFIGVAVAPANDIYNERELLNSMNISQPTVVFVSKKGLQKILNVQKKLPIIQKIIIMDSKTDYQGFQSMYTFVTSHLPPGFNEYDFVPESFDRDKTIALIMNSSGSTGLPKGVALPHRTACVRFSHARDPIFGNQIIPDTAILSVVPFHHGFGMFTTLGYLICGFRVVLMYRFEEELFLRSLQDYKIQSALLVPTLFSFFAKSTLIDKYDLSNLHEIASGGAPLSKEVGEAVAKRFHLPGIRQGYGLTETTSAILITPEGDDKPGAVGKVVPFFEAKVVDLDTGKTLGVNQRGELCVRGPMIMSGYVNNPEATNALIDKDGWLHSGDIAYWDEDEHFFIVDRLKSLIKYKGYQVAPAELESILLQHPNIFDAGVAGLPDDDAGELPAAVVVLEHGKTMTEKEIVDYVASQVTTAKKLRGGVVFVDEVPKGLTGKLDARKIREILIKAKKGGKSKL
#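 Material: Luciferase/luciferin reagent mix; Doses: test compounds dosed from 2 mM stocks in 100% DMSO; Schedule: 10 min incubation after luciferase reagent addition, room temperature; Measured by: luminescence from luciferase reaction; Read-out: luminescence gain marking luciferase activators.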
# APP 5UTR inh – APP translation inhibition; actives 0.82% (n = 190,000); SH-SY5Y APP 5'UTR-luciferase reporter, luminescence; inhibition, % at 2 µM;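 active = inhibition above a set limit, derived from the sample mean plus 3 SD, cut at about 45% in these data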; note: values of inactives mirror those of a sister screen read the other way
# FLuc inhib CS – Photinus pyralis luciferase inhibition counter-screen; P08659; ATPLite firefly luciferase biochemical luminescence, 10 min; inhibition, % at 10 µM; actives 1.5% (n = 200,000); AID 1006;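 active = inhibition above about 50% when tested at 10 µM, limit read from the data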
# STAT1 activator – activators of IFN-gamma induced STAT1 signaling. NIH 3T3 STAT1-luciferase reporter, luminescence; 100% = IFN-gamma alone, no compound. activation (% of control), % at 5.5 µM. actives 2.6% (n = 200,000). AID 932;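 active = activation above the screen-wide mean activation plus 3 SD, cut at about 130% in these data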;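 note: raw ratio to IFN-gamma control signal so 100% means no change and 0% no light; values of inactives mirror those of a sister screen read the other way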
# Starred values were filed as active, the others as inactive; nt = no result given; & = joins results of further samples.
entry	compound	STAT3 activator	APP 5'UTR act	STAT3 blocker	STAT1 blocker	ROMK mod	NF-kB neuron act	FLuc act counter	APP 5UTR inh	FLuc inhib CS	STAT1 activator
1	O=c1oc2c(O)c(O)cc3c(=O)oc4c(O)c(O)cc1c4c23	100.0	12.2	2.3	2.8	nt	1	1	-12.2	-3.3	97.5
2	Cc1ccc(N(CC2=NCCN2)c2cccc(O)c2)cc1	98.0&97.6&109.0	30.9&-4.0&0.8	6.2&5.1&-7.8	1.8&-5.1&-5.5	0.000526	1.02&1.3&1.07	1&1.1	-30.9&4.0&-0.8	-4.7&-5.2	98.3&104.7&105.0
3	COc1ccc(C2CNC(=O)C2)cc1OC1CCCC1 (centres undefined)	118.2	-2.4	-18.2	12.5	nt	1.08	1&1	2.4	-1.2&-1.2	88.6
4	CC(=O)CCCCn1c(=O)c2c(ncn2C)n(C)c1=O	98.5	1.5	10.6	6.8	nt	1.03	1.1&1.1	-1.5	-8.0&-5.0	93.8
5	O=C(O)CCC(=O)c1ccc(-c2ccccc2)cc1	105.8	4.8	-4.3	-21.3	nt	1.2	1	-4.8	4.7	119.4
6	C=CC[n+]1ccc(/C=C2\C=Cc3cc(C)ccc3N2CC)c2ccccc21	26.3	-27.3	86.3*	36.0*	-1.4	0.86	0.7	27.3	30.4	65.4
7	O=C(O)c1cccnc1Nc1cccc(C(F)(F)F)c1	93.6	-4.4	9.6	-2.6	nt	0.98	1	4.4	-1.3	102.3
8	CN1CCCN=C1COC(=O)C(O)(c1ccccc1)C1CCCCC1 (centres undefined)	101.1	-4.1	1.1	0.4	nt	1.19	1.1	4.1	-8.4	99.6
9	CCCCCC(=O)O[C@]1(C(C)=O)CC[C@H]2[C@@H]3CCC4=CC(=O)CC[C@]4(C)[C@H]3CC[C@@]21C	106.0	53.9	-4.4	-5.5	nt	1.02	1.1	-53.9	-6.1	105.0
10	CCC(NC(C)C)C(O)c1ccc(O)c2[nH]c(=O)ccc12 (centres undefined)	100.5	18.5	1.8	5.2	nt	0.64	1.1	-18.5	-8.6	95.3
11	CCCCNc1ccc(C(=O)OCCN(C)C)cc1	101.1	2.9	1.1	-3.6	nt	0.88	1	-2.9	-4.7	103.3
12	CC1Cc2ccccc2N1NC(=O)c1ccc(Cl)c(S(N)(=O)=O)c1 (centres undefined)	102.4	5.6	-0.4	-3.3	nt	0.98	1.1	-5.6	-5.9	103.0
13	COc1ccc(C[C@H]2COC(=O)[C@@H]2Cc2ccc(OC3OC(CO)C(O)C(O)C3O)c(OC)c2)cc1OC (some centres undefined)	87.2	-5.0	12.4	7.2	0.513	1.11	1.1	5.0	-9.3	93.4
14	Cc1cncn1CCc1nc2c3ccccc3nc(SCC(=O)Nc3cccc(Cl)c3)n2n1	90.1	-5.8	14.4	6.4	-1.68	0.3	1	5.8	-2.7	94.4
15	C/C=C(/C)C(=O)OC(C)(C)[C@@H]1Cc2c(ccc3ccc(=O)oc23)O1	87.7	4.8	11.9	4.3	0.339	1.01	1	-4.8	-3.6	96.1
16	Cc1cccc2c1NC(=O)C2(c1ccc(O)cc1)c1ccc(O)cc1	109.7	12.6	-11.8	4.8	nt	0.69	1.1	-12.6	-5.4	95.7
17	CC(C)=CCOc1c2ccoc2cc2oc(=O)ccc12	93.0	-14.9	5.5	-0.8	-0.304	0.98	1.1	14.9	-8.5	100.8

# A draw from above in order of molar mass, descending:
entry	compound	STAT3 activator	APP 5'UTR act	STAT3 blocker	STAT1 blocker	ROMK mod	NF-kB neuron act	FLuc act counter	APP 5UTR inh	FLuc inhib CS	STAT1 activator
13	COc1ccc(C[C@H]2COC(=O)[C@@H]2Cc2ccc(OC3OC(CO)C(O)C(O)C3O)c(OC)c2)cc1OC (some centres undefined)	87.2	-5.0	12.4	7.2	0.513	1.11	1.1	5.0	-9.3	93.4
14	Cc1cncn1CCc1nc2c3ccccc3nc(SCC(=O)Nc3cccc(Cl)c3)n2n1	90.1	-5.8	14.4	6.4	-1.68	0.3	1	5.8	-2.7	94.4
12	CC1Cc2ccccc2N1NC(=O)c1ccc(Cl)c(S(N)(=O)=O)c1 (centres undefined)	102.4	5.6	-0.4	-3.3	nt	0.98	1.1	-5.6	-5.9	103.0
6	C=CC[n+]1ccc(/C=C2\C=Cc3cc(C)ccc3N2CC)c2ccccc21	26.3	-27.3	86.3*	36.0*	-1.4	0.86	0.7	27.3	30.4	65.4
16	Cc1cccc2c1NC(=O)C2(c1ccc(O)cc1)c1ccc(O)cc1	109.7	12.6	-11.8	4.8	nt	0.69	1.1	-12.6	-5.4	95.7
15	C/C=C(/C)C(=O)OC(C)(C)[C@@H]1Cc2c(ccc3ccc(=O)oc23)O1	87.7	4.8	11.9	4.3	0.339	1.01	1	-4.8	-3.6	96.1
10	CCC(NC(C)C)C(O)c1ccc(O)c2[nH]c(=O)ccc12 (centres undefined)	100.5	18.5	1.8	5.2	nt	0.64	1.1	-18.5	-8.6	95.3
7	O=C(O)c1cccnc1Nc1cccc(C(F)(F)F)c1	93.6	-4.4	9.6	-2.6	nt	0.98	1	4.4	-1.3	102.3
4	CC(=O)CCCCn1c(=O)c2c(ncn2C)n(C)c1=O	98.5	1.5	10.6	6.8	nt	1.03	1.1&1.1	-1.5	-8.0&-5.0	93.8
17	CC(C)=CCOc1c2ccoc2cc2oc(=O)ccc12	93.0	-14.9	5.5	-0.8	-0.304	0.98	1.1	14.9	-8.5	100.8
5	O=C(O)CCC(=O)c1ccc(-c2ccccc2)cc1	105.8	4.8	-4.3	-21.3	nt	1.2	1	-4.8	4.7	119.4

# The list is partial. The share of hits here may be higher or lower than overall.
